GPT2 inhibitor = GPT2 alanine aminotransferase inhibition. Recombinant GPT2, coupled pyruvate oxidase/HRP Amplex Red fluorescence. Potency, µM (doses to about 57.7 µM), for the others: top-dose activity change, negative = inhibition, hits mostly inhibitors. actives 0.25% (n = 100,000). Q8TD30; further: potency means the concentration at half of the fitted maximal effect; nearly all actives have a fitted effect of over 60% in size; many of its hits are not listed in these tables
Target sequence (Q8TD30 whole entry, looked up): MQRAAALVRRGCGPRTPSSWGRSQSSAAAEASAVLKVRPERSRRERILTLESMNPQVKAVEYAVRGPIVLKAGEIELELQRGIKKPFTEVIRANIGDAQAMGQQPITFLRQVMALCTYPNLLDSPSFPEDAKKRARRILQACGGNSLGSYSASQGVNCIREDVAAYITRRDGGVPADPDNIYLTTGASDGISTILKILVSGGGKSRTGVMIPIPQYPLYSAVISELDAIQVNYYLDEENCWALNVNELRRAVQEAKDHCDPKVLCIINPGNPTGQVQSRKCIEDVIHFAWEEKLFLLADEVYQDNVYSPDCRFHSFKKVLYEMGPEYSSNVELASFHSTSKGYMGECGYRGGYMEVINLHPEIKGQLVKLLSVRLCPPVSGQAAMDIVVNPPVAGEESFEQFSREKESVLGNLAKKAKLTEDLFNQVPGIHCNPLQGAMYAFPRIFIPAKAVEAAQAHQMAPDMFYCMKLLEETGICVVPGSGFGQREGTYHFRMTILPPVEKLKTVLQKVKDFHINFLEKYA
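Inhibition is scored from Amplex Red fluorescence generated when pyruvate oxidase and HRP act on pyruvate released by GPT2. Reactions contain 10ng/uL enzyme, 250uM a-KG and 2mM L-alanine and run 30 min at room temperature.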
3T3 cytotox = cytotoxic compounds in NIH 3T3 cells. NIH 3T3 viability, CellTiter-Glo ATP luminescence, 48-72 h. Potency, µM (doses to about 96.7 µM), without a hit: top-dose activity change, negative = cytotoxicity, actives largely listed as inhibitors. actives 4.3% (n = 94,000); further: potency means the concentration at half of the fitted maximal effect; nearly all actives have a fitted effect of over 55% in size
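Viability of NIH 3T3 cells after 48 or 72 hr compound treatment at 37 °C was assessed by CellTiter-Glo, with luminescence imaged following a 10 min room-temperature step.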
HEK293 viab = counter-screen for SNCA expression inhibitors: cell viability; Potency, µM (top dose mostly 57.1 µM), without a hit: at the top dose activity change, negative = cytotoxicity, most hits filed as cytotoxic; actives 0.12% (n = 150,000); HEK-293-SNCA-luc viability, GF-AFC fluorescence, 24 h;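 further: potency means the concentration at half of the fitted maximal effect; 0% = DMSO-treated cells and -100% = medium-only wells without cells; nearly all actives have a fitted effect of over 30% in size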
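HEK-293-SNCA-luc cells (1500/well) plated 24 h, then exposed 24 h to a dilution series; GF-AFC added 30 min at 37C, fluorescence 405/540 nm; normalised to medium-only and DMSO wells, Hill fit.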
IP6K1 inh = IP6K1 kinase inhibition | IP6K1 kinase, ADP-Glo luminescence, 2 h; hits give low values | actives 0.81% (n = 140,000) | activity change, % (series mostly up to about 58 µM) | Q92551; in the data active means activity change below about -25%
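ADP-Glo luminescence measures ADP made by human IP6K1 during a 2 h RT reaction with ATP/IP6 (mix at 1.3 mM/130 uM); top library doses 57.5 and 19.1 uM final.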
SNCA expr inh = reduces expression of the alpha-synuclein gene. AID 1671194. actives 0.17% (n = 140,000). Potency, µM (titrated, usually from 57.2 µM), for inactives: at the highest dose activity change, negative = inhibition, actives largely listed as inhibitors. HEK-293 SNCA-luciferase knock-in, luminescence, 24 h;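 further: potency means the concentration at half of the fitted maximal effect; plate controls were DMSO cells for no effect and cell-free wells for full effect; nearly all actives have a fitted effect of over 45% in size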
Luciferase inh = Photinus pyralis luciferase inhibition | purified P. pyralis luciferase, luminescence, biochemical | AID 1347043 | Potency, µM (highest dose often 115 µM), inactives show at the highest dose activity change, negative = inhibition, most hits filed as inhibitors | P08659 | actives 2.5% (n = 76,000); further: potency means the concentration at half of the fitted maximal effect; nearly all actives have a fitted effect of over 65% in size
Target sequence (P08659 whole entry, looked up): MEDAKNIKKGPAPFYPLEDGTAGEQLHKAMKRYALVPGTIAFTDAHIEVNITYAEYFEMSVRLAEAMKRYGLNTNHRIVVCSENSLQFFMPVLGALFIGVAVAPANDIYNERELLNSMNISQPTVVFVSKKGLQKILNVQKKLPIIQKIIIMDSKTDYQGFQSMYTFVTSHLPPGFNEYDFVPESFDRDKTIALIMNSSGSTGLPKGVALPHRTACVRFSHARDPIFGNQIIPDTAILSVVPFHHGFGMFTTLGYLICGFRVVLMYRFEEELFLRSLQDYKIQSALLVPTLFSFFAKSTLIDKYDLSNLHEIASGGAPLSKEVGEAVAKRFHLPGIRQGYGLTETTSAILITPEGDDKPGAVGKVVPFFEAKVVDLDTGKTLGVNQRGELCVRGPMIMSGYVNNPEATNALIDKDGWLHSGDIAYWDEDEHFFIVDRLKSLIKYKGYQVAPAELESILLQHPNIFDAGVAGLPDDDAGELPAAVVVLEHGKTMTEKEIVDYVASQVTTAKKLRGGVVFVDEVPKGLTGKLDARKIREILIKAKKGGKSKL
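Luminescence read by CCD imaging after purified firefly luciferase (10nM final) was added to substrate buffer holding 10uM D-luciferin and 10uM ATP, pH 7.5, pre-dosed with compound.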
HEK cytotox = HEK 293 cell cytotoxicity | Potency, µM (top dose mostly 115 µM), inactives show at the highest dose activity change, negative = cytotoxicity, hits mostly inhibitors | HEK 293 viability, ATP luminescence (CellTiter-Glo), 48-72 h | AID 1345083 | actives 6.6% (n = 94,000); further: potency means the concentration at half of the fitted maximal effect; nearly all actives have a fitted effect of over 60% in size
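qHTS cytotoxicity; HEK 293, 250 cells/well; compound pinned; 48 or 72 hr, 37 degree Celsius, 5% CO2, 95% humidity; CellTiter-Glo, 10 min RT; luminescence (ATP).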
* marks the source's active call; other numbers are inactive results; i = inactive; ? = inconclusive; · = not tested or not shown; [ ] = remark or other dose. Unless noted, the call rests on the fitted dose curve; in most records, active means well fitted curve in the direction sought with a large enough effect; inconclusive means small, poorly fitted or top-dose-only effect, or another doubt; inactive means no such curve, though single readings can be large; an effect the other way counts as inactive or inconclusive. Unless noted, on the % scale 0 is the no-effect control and ±100 the full control effect.

Start of the data: the first six compounds, to show the layout:
SMILES	GPT2 inhibitor	3T3 cytotox	HEK293 viab	IP6K1 inh	SNCA expr inh	Luciferase inh	HEK cytotox
COc1cncc(CN2CCC3(CC2)OC(=O)N(Cc2csc(C)n2)C3(C)c2ccccc2)c1 (stereo not given)	2%	?	-10%	-10	-25%	-2%	-17%
COC(=O)NC1CCN(C(=O)c2ccc(-c3cncnc3)cc2)CC1	i	i	3%[12.5 µM]	-18	7%	·	-6%
Cc1cc(C(=O)N2CCn3nc(C(=O)Nc4ccccc4)cc3C2)cc(=O)[nH]1	i	-6%	3%	13	6%	-1%	-14%
CN(C)c1ccc(CN2CCOC[C@H]2c2ncc(-c3ccc(F)cc3)[nH]2)cc1	?	?	-2%[87.6 µM]	0	11%[87.6 µM]	-6%[172 µM]	?
COc1ccc(C2Cn3cnc(C(=O)N4CCC(C(=O)Nc5ccc(C)c(F)c5)CC4)c3CO2)cc1 (stereo not given)	-6%	-10%	14%	-3	37%[activator]	?	-13%
COc1ccc(CNc2ncnc3c2c(-c2ccccc2)cn3-c2ccccc2)cc1	·	·	7%	9	-12%	·	·

Results, from the first entry:
SMILES	GPT2 inhibitor	3T3 cytotox	HEK293 viab	IP6K1 inh	SNCA expr inh	Luciferase inh	HEK cytotox
COc1cncc(CN2CCC3(CC2)OC(=O)N(Cc2csc(C)n2)C3(C)c2ccccc2)c1 (stereo not given)	2%	?	-10%	-10	-25%	-2%	-17%
COC(=O)NC1CCN(C(=O)c2ccc(-c3cncnc3)cc2)CC1	i	i	3%[12.5 µM]	-18	7%	·	-6%
Cc1cc(C(=O)N2CCn3nc(C(=O)Nc4ccccc4)cc3C2)cc(=O)[nH]1	i	-6%	3%	13	6%	-1%	-14%
CN(C)c1ccc(CN2CCOC[C@H]2c2ncc(-c3ccc(F)cc3)[nH]2)cc1	?	?	-2%[87.6 µM]	0	11%[87.6 µM]	-6%[172 µM]	?
COc1ccc(C2Cn3cnc(C(=O)N4CCC(C(=O)Nc5ccc(C)c(F)c5)CC4)c3CO2)cc1 (stereo not given)	-6%	-10%	14%	-3	37%[activator]	?	-13%
COc1ccc(CNc2ncnc3c2c(-c2ccccc2)cn3-c2ccccc2)cc1	·	·	7%	9	-12%	·	·
CC(=O)Nc1cccc(Nc2ncnc(N3CCC(OCc4ccc(OC(F)(F)F)cc4)CC3)n2)c1C	-53%	·	-30%	28	·	·	·
CCOC(=O)c1ccc(NC2(c3ccccc3)C(=O)c3ccccc3C2=O)cc1	·	·	14%	-11	-1%	·	·
O=C(Cn1c(=O)oc2cc(S(=O)(=O)N3CCCC3)ccc21)Nc1ccc(F)cc1F	·	·	-9%	22	19%	·	·
CCOc1ccc(NC(=O)c2cc(CN3CCCC3)on2)cc1	·	·	-3%	7	8%	·	·
Cc1cc(=O)[nH]c(CCNC(=O)c2ccc(C)c(N3CCNC3=O)c2)n1	-37%	?	-7%	-1	29%	-4%	-32%
CCO[C@H]1C[C@@H](O)C12CCN(C(=O)c1cc3nc(C)cc(C)n3n1)CC2	0%	1%	-12%	31	-23%	3%	-12%
O=C(c1ccco1)N1CCN(C(=O)c2cnn(-c3cccc(F)c3)c2C2CCNCC2)CC1	·	·	8%	10	20%	·	·
Cc1noc(C)c1S(=O)(=O)N1CCC(N2CCOC2=O)CC1	i	4%	7%	-5	12%	·	i
COC[C@@H]1CN(C(=O)Cc2c(F)cccc2Cl)C[C@H]1C(N)=O	i	i	2%	23	-3%	4%	-11%
OC[C@H]1O[C@@H](Oc2ccc(O)cc2)[C@H](O)[C@@H](O)[C@@H]1O	i	·	19%[23.9 µM]	3	-6%[25.6 µM]	·	·
C[C@H]1[C@@H]2[C@@H](O)C([C@H](C)C(=O)N3CCc4ccccc4C3)CC[C@@]2(C)CC[C@@H]1NC(=O)c1cnccn1 (stereo not given in full)	3%	?	-4%	-11	-22%	-4%	?
COc1cccc(CN2CCCCC23Cc2ccccc2CNC3=O)c1 (stereo not given)	-5%	-16%	0%	-8	8%	·	?
COc1ccc(Nc2ccc3cc(S(=O)(=O)N4CCCC4)ccc3n2)cc1Cl	·	·	-17%	8	-15%	·	·
CCc1noc(-c2cccn3c(CNC(=O)Cc4ccc(Cl)cc4)nnc23)n1	4%	-28%	-6%	-2	7%	11%	?
CCN1C(=O)C2(CCN(S(=O)(=O)c3ccc(CC(C)C)cc3)CC2)c2ccccc21	i	-5%	9%	10	2%	-6%	-15%
C/C=C(\C)C1C(C)=CC2CCC(OS(=O)(=O)O)C(C)C2C1/C=C/C=C/C(=O)O (stereo not given)	4%[27.3 µM]	·	-9%[23.9 µM]	16	·	·	·
O=C1CN(C(=O)c2cccc(Br)c2)C(c2ccccc2)c2cc(Cl)ccc2N1 (stereo not given)	·	·	-19%	2	?	·	·
FC(F)(F)Oc1ccc2c(c1)NC(c1ccncc1)=NC(c1cccs1)=N2	·	·	-2%	-4	-5%	·	·
CCOCCCNC(=O)C1CCN(c2nc3ccc(C)cc3[nH]2)CC1	·	·	1%	1	72%[activator]	·	·
Cc1nc(CCNC(=O)C2CCC2)no1	-5%	i	2%	12	9%	3%	7%
CNc1ccnc(N2CCC(C(=O)O)(n3cnc4ccccc43)CC2)n1	i	1%	5%	-8	40%[activator]	?	-2%
Cc1ccc2c(C(=O)N3CCCC(C#N)C3)cc(-c3cnn(C(C)C)c3)nc2c1 (stereo not given)	0%	?	-10%	-13	4%	?	-7%
COCCn1ncc(N2CCC(C(=O)Nc3cc(OC)cc(OC)c3)C2)cc1=O (stereo not given)	i	-17%	2%	28	8%	-4%	0%
C[C@@H]1C(=O)O[C@H]2[C@H]1CC[C@@]1(C)Cc3sc(NC(=O)c4ccncc4)nc3[C@@H](C)[C@H]21	?	?	-10%[87.6 µM]	-11	-27%[87.6 µM]	0.5µM*	56µM*
CC1CCN(S(=O)(=O)N2CCC(C(=O)N3CCC(Cc4nncn4CC4CC4)CC3)CC2)CC1	-1%	-16%	-3%	1	2%	-7%	-26%
CS(=O)(=O)c1ccc(OC[C@H]2C[C@@H](NC(=O)c3cnccn3)[C@H](O)[C@@H]2O)cc1	i	3%	1%	-12	-13%	-2%	?
CC(=O)N1CCC2(CC1)CN(C(=O)c1c[nH]c3ccccc13)Cc1ccccc1O2	i	?	-21%	13	-14%	·	?
CC(=O)Nc1nnc2n1CCS2	·	·	20%	-17	4%	·	·
O=C(Nc1ccc(-c2nc3cc(NC(=O)c4ccc(F)cc4)ccc3o2)cc1)c1ccc(F)cc1	·	·	1%	7	10%	·	·
CCCc1ccc(OCC(=O)Nc2sc(C(=O)OCC)c(C)c2C(=O)OCC)cc1	·	·	6%	44	?	·	·
CN1CCCC2(Cc3ccccc3CN(C(=O)Cc3cccc(Cl)c3)C2)C1 (stereo not given)	i	?	-7%	-12	-12%	·	?
COc1ccc(C(=O)N2CCCC(c3noc(COc4ccccc4)n3)C2)cc1 (stereo not given)	i	?	-4%[12.5 µM]	27	-3%	1%	?
CCc1nc(-c2c3n(c(=O)n(Cc4cccc(C#N)c4)c2=O)CCCCC3)no1	i	-12%	-1%	26	?	-6%	14%
Cc1ccc2nc(/C(C#N)=C/c3ccc(-c4ccc(C(=O)OC(C)C)cc4)o3)[nH]c2c1	·	·	?	2	286%[activator]	·	·
O=c1c(=O)n(Cc2c(F)cccc2Cl)ccn1Cc1ccccc1	·	·	1%	-5	11%	·	·
CCOc1ccccc1NC(=O)CCc1c(C)nc2cc(-c3ccccc3)nn2c1C	·	·	8%	-12	-17%	·	·
COc1ccccc1CNC(=O)CN1C(=O)CSc2ccc(S(=O)(=O)N3CCCCC3)cc21	·	·	?	2	-21%	·	·
COC(=O)C1=COC(OC2OC(CO)C(O)C(O)C2O)C2C1C=CC2(O)CO (stereo not given)	i	·	-6%[23.9 µM]	18	·	·	·
Cc1ccc(C(=O)N2CCC3(CC2)CC(=O)Nc2ccccc2O3)cc1	-3%	-18%	-5%	12	?	·	?
CCc1nnc2ccc(NC(C)C)nn12	3%	-20%	?	-4	15%	-12%	-2%
CCOC(=O)c1ccc(NC(=O)C2(S(=O)(=O)c3ccc(Cl)cc3)CC2)cc1	·	·	2%	-6	17%	·	·
Cc1cccc(C)c1-c1nc(C(=O)N2CCCC2)n2ccccc12	3%[88.5 µM]	?	2%[87.6 µM]	11	0%[87.6 µM]	-4%[172 µM]	?
COc1ccc(CNC(=O)c2cc(-c3ccc(C)cc3)nc3n[nH]c(-c4ccc(Br)cc4)c23)cc1	·	·	7%	-6	26%	·	·
CCc1ccc(C(=O)N2C[C@@H](COC)[C@H](c3nc(COC)no3)C2)cc1	-9%	i	-4%	-8	-5%	2%	3%
CCc1ccccc1S(=O)(=O)N1CCN(C2(CC)CCN(C(=O)C(C)C)C2)CC1 (stereo not given)	i	-25%	-2%	8	-28%	-5%	?
COc1ccc(C(C(=O)Nc2ccc(C(C)C)cc2)N(C)C(=O)Cc2cccs2)cc1 (stereo not given)	·	·	-7%	16	-5%	·	·
COCCOc1ccc2c(n1)CCN(C(=O)c1ccncc1)C2	i	-15%	13%[12.5 µM]	-20	-24%	-1%	12%
Cc1ccc(C2(O)CCN(C(=O)Cc3c[nH]c(=O)[nH]c3=O)CC2)nc1	i	2%	2%	-7	-27%	7%	1%
CN1[C@@H](CCC(=O)N2CCN(c3ccccn3)CC2)CNC(=O)[C@@H]2[C@H]1CCN2Cc1ccc(CO)o1	1%	-4%	-12%	5	-10%	3%	i
O=C1CC(c2noc(-c3ccc(OC(F)(F)F)cc3)n2)CN1c1ccc(F)cc1 (stereo not given)	i	?	-3%	-4	-28%	-11%	?
O=[N+]([O-])c1ccc(-c2ncc[nH]2)cc1	-7%[88.5 µM]	?	-11%[87.6 µM]	-2	22%[87.6 µM]	·	?
O=C(NCCc1ccccc1)c1cc(S(=O)(=O)N2CCCCC2)c[nH]1	·	·	5%	6	13%	·	·
CCn1cc2nc(SCc3cccc(F)c3)n(CCc3ccccc3)c(=O)c2n1	·	·	-26%	-9	?	·	·
Cc1cccc(CN2CCc3nc(N4CCN(c5ccccn5)CC4)ncc3C2)c1	·	·	17%	-27*	-19%	·	·
Going on with the list.
SMILES	GPT2 inhibitor	3T3 cytotox	HEK293 viab	IP6K1 inh	SNCA expr inh	Luciferase inh	HEK cytotox
CC(C)n1cc(CN2CCOCCNC(=O)CC2)c2ccccc21	i	?	8%	7	-19%	-12%	?
CC1CN(C(=O)Nc2ccc(C(=O)NCCc3ccccc3Cl)cc2)c2ccccc2S1 (stereo not given)	·	·	15%	45	33%[activator]	·	·
Cc1cc(C)c(NS(=O)(=O)c2ccc3c(c2)CC(C)N3C(=O)C2CCC2)c(C)c1 (stereo not given)	·	·	-15%	-13	-2%	·	·
Cc1ccc(C)c(Nc2nnc(-c3ccc(C)c(S(=O)(=O)N4CCN(C)CC4)c3)c3ccccc23)c1	·	·	3%	-11	?	·	·
Cn1c(=O)cc(SCC(=O)Nc2cccc(C#N)c2)c2ccc(Cl)cc21	·	·	2%	15	1%	·	·

A portion of the library; rates above refer to the full screens.
